Bioassay records from PubChem BioAssay.
S1P1 ag-PAM: S1P1 agonists and agonism potentiators, primary screen, cell-based, primary and confirmation screens, CRE-bla reporter; S1P1 CRE-bla cells, forskolin, beta-lactamase FRET, potentiator mode; S1P1 agonist co-added at EC20, 2 nM; 100% = saturating reference agonist, 0% = basal; activation, % at 9.5 µM; hit rate 0.57% among 56,000; AID 449, 2006;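 active means activation above a cutoff set at the mean activation of all tested compounds plus 3 SD, cut at about 54% in these data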;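 further: forskolin at 4 µM as EC80 and the EC20 agonist is SEW2871; 100% = SEW2871 at its EC100 plus forskolin at EC80; some compounds past the cut are filed as inactive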
Target sequence (P21453 whole entry, looked up): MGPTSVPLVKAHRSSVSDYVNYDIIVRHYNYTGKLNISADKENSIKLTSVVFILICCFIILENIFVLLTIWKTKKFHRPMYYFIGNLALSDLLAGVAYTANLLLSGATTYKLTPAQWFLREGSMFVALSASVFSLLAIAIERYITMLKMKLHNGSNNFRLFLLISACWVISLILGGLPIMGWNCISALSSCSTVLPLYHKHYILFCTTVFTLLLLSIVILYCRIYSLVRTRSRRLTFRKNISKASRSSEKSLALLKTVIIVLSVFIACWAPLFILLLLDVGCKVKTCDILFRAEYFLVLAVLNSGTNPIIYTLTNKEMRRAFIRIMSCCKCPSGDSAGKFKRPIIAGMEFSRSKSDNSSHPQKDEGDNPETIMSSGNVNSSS
5HT1E antag: 5-HT1E receptor antagonists, primary screen, cell-based, HTS; 5-hydroxytryptamine receptor 1E (Homo sapiens), P28566; CHO 5-HT1E Ga15 NFAT-bla reporter, FRET, antagonist; inhibition, % at 6 µM; hit rate 0.99% among 65,000; AID 571, 2007;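 active means inhibition above a set limit, the mean inhibition across every tested compound plus 3 SD, cut at about 29% in these data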;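 further: signal is the 460 over 535 nm emission ratio of beta-lactamase substrate; 0% = agonist plus DMSO wells and 100% = wells without agonist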
RORa activator: activators of orphan receptor RORA, primary screen, cell-based, luminescence; CHO-K1 Gal4-RORA LBD luciferase reporter; percent increase over mock-subtracted basal signal; hit rate 1.5% among 65,000; Nuclear receptor ROR-alpha (Homo sapiens), P35398; activation, % at 10 µM;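 active means activation above the mean of all tested compounds plus 3 SD, cut at about 49% in these data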;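 further: 0% = DMSO-treated RORA cells and 100% = added signal equal to DMSO minus mock-transfected cells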
5HT1a antag: human 5-HT1a receptor antagonists, primary screen, cell-based, CHO, Ga15 NFAT-bla reporter. 5-hydroxytryptamine receptor 1A (Homo sapiens), P08908. CHO 5-HT1a Ga15 NFAT-bla reporter, antagonist mode. inhibition, % at 10 µM. hit rate 0.68% among 62,000. AID 612, 2007;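 active means inhibition above the mean of all tested compounds plus 3 SD, cut at about 43% in these data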;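 further: receptor stimulated by 5-CT agonist at 100 nM near EC80; beta-lactamase reporter measured by ratiometric fluorescence of a cleavable substrate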
5HT1E ag: 5-HT1E receptor agonists, primary screen, cell-based, HTS | 5-hydroxytryptamine receptor 1E (Homo sapiens), P28566 | CHO 5-HT1E Ga15 NFAT-bla reporter, FRET; 0% DMSO wells, 100% control agonist wells | activation, % at 6 µM | hit rate 0.69% among 65,000;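 active means activation above a set limit, the screen-wide mean activation plus 3 SD, cut at about 8.5% in these data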;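 further: 100% = positive control agonist at 1 µM giving full maximal response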
AP ELISA ortho: alternative complement pathway inhibitors, primary screen, biochemical, ELISA, human serum, orthogonally pooled compounds; LPS-coated ELISA, C3 deposition; tested in compound mixtures; inhibition, % at 5 µM; hit rate 0.08% among 62,000; AID 1235, 2008;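 active means inhibition above 30% in each of the two pooled mixtures holding the compound, so the lower value exceeds 30%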;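 further: 0% = serum in Mg-EGTA without compound and 100% = EDTA serum blank; some compounds past the cut are filed as inactive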
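Assay system: Human serum alternative complement pathway, C3 deposition on LPS-coated wells | Incubation: 1 h serum-compound exposure at 37 °C | Doses: 5 µM per compound in ten-compound mixtures | Read-out: Percent inhibition | Technique: ELISA with HRP anti-human C3 antibody, TMB substrate, absorbance 450 nm | Replication: Two pool placements per compound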
SF-1 act: activators of human SF-1, primary screen, cell-based, CHO-K1, Gal4-SF-1 LBD, luciferase luminescence; Steroidogenic factor 1 (Homo sapiens), Q13285; CHO-K1 Gal4-SF-1 LBD luciferase reporter; % increase over DMSO SF-1-specific signal; activation, % at 10 µM; hit rate 1.9% among 65,000;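 active means activation above the mean activation of all tested compounds plus 3 SD, cut at about 50% in these data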
Target sequence (Q13285 whole entry, looked up, the tested form may be a part): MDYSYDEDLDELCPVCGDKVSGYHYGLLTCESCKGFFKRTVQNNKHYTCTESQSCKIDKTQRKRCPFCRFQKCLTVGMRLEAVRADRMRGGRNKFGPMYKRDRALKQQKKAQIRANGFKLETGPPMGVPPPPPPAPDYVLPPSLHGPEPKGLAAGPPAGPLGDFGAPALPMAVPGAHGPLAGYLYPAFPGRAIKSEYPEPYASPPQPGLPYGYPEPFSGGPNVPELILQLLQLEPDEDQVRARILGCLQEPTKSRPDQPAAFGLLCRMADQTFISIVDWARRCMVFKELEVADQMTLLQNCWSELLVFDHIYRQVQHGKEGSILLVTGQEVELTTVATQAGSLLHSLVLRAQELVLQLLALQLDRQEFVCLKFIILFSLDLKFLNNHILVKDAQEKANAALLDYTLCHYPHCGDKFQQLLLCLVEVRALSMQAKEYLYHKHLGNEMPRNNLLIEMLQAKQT
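Test system: CHO-K1 cells with Gal4–hSF-1 LBD chimera plus Gal4-driven luciferase; Input: 4,000 cells/well; Compound: 10 µM only; Times: 20 h compound treatment, 37 °C; Measured by: steady-glow luciferase luminescence, read after 15 min reagent incubation; Measure: percent activation versus DMSO; Control set: DMSO and mock-transfected background; Replicates: one test per compound.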
S1P3 agonist: human S1P3 receptor agonists, primary screen, cell-based, primary and confirmation, NFAT-BLA reporter. Sphingosine 1-phosphate receptor 3 (Homo sapiens), Q99500. S1P3 NFAT-BLA reporter cells, agonism, FRET ratio; relative to 1 µM S1P, basal subtracted. activation, % at 4.5 µM. hit rate 0.1% among 60,000. AID 373, 2006;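 active means activation above the screen-wide mean plus 3 SD, cut at about 4.5% in these data, passing the limit was not always enough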; further: some compounds called inactive have numbers as strong as hits
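Measure – % activation relative to 1 µM S1P (100%), per plate · System – stable CHO line with human S1P3, Gα16, NFAT-BLA reporter · Timing – cells plated overnight, compound 4 h 37 °C, substrate 2 h RT · Technique – fluorescent BLA substrate, ex 405 nm, em 460/535 nm ratio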
tolC growth inh: growth inhibitors of E. coli tolC mutant, primary screen, strain BW25113 ΔtolC::kan, 384-well | OD615 | growth inhibition, % at 10 µM (by protocol) | hit rate 2.2% among 65,000;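 active means growth inhibition at or above a cutoff equal to the mean over every tested compound plus 3 SD, cut at about 60% in these data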;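 further: growth measured after 20 h incubation at 37 °C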
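Test system: E. coli BW25113 ΔtolC::kan bacteria; incubation: 37 °C, 20 h exposure; medium: LB broth supplemented with 50 µg/mL kanamycin; read-out basis: percent growth inhibition; signal: A615 absorbance measurement; compound: 10 µM final, single dose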
* marks the source's active call; other numbers are inactive results; . = no result given. An unsorted share of the library; overall some 7.1% were active at least once.

SMILES	S1P1 ag-PAM	5HT1E antag	RORa activator	5HT1a antag	5HT1E ag	AP ELISA ortho	SF-1 act	S1P3 agonist	tolC growth inh
COc1ccccc1NC(=O)CNC(=O)c1ccc(F)cc1	-9.7	2.8	5.7	6.0	-0.4	11.1	-3.2	0.1	1.0
CCn1ncc(C2=NOC(C(=O)Nc3c(C)n(C)n(-c4ccccc4)c3=O)C2)c1C (centres undefined)	-10.9	-6.0	2.5	3.3	1.0	-1.3	12.4	0.7	-12.7
CCOc1ccc(C2/C(=C(/O)c3ccc(F)cc3)C(=O)C(=O)N2CCCN(C)C)cc1 (centres undefined)	-5.4	-10.7	-13.3	.	0.1	12.4	-11.1	-1.7	3.8
COCC(C)Nc1ncnc2c1cnn2-c1ccc(Cl)cc1 (centres undefined)	-21.2	-0.1	16.1	.	-0.1	.	46.1	-3.5	0.2
COC(=O)c1ccc(C)c(NC(=O)CN2C(=O)c3ccccc3S2(=O)=O)c1	-6.0	3.6	-8.7	7.3	-0.5	.	6.0	-1.6	-9.0
O=S(=O)(c1cccs1)N1CCCc2ccccc21	.	14.6	16.9	15.6	-1.0	2.6	-10.2	-0.3	5.0
COCCN(CC(=O)Nc1cccc(C)c1)S(=O)(=O)c1ccc(S(=O)(=O)N2CCCC2)cc1	4.0	8.2	-12.6	7.9	-0.6	-13.1	4.2	-0.9	-5.3
Cc1ccc(S(=O)(=O)/N=C(\CN2CCCCC2)N2CCOCC2)cc1	-14.9	14.6	-12.7	-3.5	-0.5	5.2	-20.3	0.6	4.9
CCOC(=O)N1CCN(C2CC(=O)N(c3ccccc3)C2=O)CC1 (centres undefined)	.	-1.8	4.3	4.1	-0.7	-1.8	1.2	-1.8	4.8
CCN1CCN(C(c2cc3cc4c(cc3[nH]c2=O)OCO4)c2nnnn2C(C)(C)CC)CC1 (centres undefined)	-8.2	5.6	-25.1	5.8	-1.6	-7.4	-4.0	0.2	-19.4
O=C(CSCCO)Nc1cccc(C(F)(F)F)c1	-14.3	-2.7	-21.7	3.4	-0.4	1.7	3.4	-0.6	-6.8
Cc1c(C)[n+](=O)c2c(n1[O-])CCC2	0.3	-1.1	-0.4	.	-0.3	.	-1.1	1.5	-8.5
CN1C(=O)CCC1(O)c1ccccc1 (centres undefined)	-34.1	-0.2	-23.1	-8.3	0.1	4.5	-15.2	-0.5	-12.0
Cc1ccc(Cn2ccc(NC(=O)c3cc(-c4ccc(F)cc4)on3)n2)cc1	10.7	4.2	-1.0	4.5	1.0	12.9	-15.4	-1.2	-38.0
COc1ccccc1OCC(=O)Nc1ccc(S(=O)(=O)NC(C)=O)cc1	1.3	-3.7	-13.7	-3.0	0.3	1.4	-7.6	-0.5	-4.2
COCCCN1CC23C=CC(O2)C(C(=O)OC)C3C1=O (centres undefined)	-5.0	-2.2	-9.1	5.0	-0.3	.	-2.1	-0.6	-26.1
Cc1ccccc1Cn1c(C(C)O)nc2ccccc21 (centres undefined)	4.2	-3.8	8.3	-1.0	1.2	1.0	-17.5	-0.1	-7.2
c1ccc(-c2nc(NCc3cccnc3)c3oc4ccccc4c3n2)cc1	-7.6	0.1	15.4	19.4	-0.7	-1.8	8.2	-2.0	13.4
CCOC(=O)C1(C)NC(c2ccc(N(C)C)cc2)C2C(=O)N(CC)C(=O)C21 (centres undefined)	-17.1	1.6	-19.4	10.1	-0.4	-8.7	-13.7	-0.5	-6.1
CN(C(=O)c1ccccn1)c1nnc(-c2ccncc2)s1	-16.1	-8.8	8.6	-0.9	-0.6	10.0	24.3	0.1	-18.0
CC(=O)c1cc(-c2ccc(F)cc2)n(CCC(=O)Nc2cc(C)[nH]n2)c1C	-4.8	-4.5	-5.1	-7.2	0.6	10.2	13.7	1.0	-14.4
O=C(CCNS(=O)(=O)c1cccc2nsnc12)N1CCc2ccccc21	.	2.9	-12.0	-5.1	0.5	4.8	13.5	.	11.6
CCOC(=O)c1cc2sc(C)cc2n1CC(=O)Nc1cccc(C)c1C	-11.7	-6.4	-19.5	21.4	-2.1	-9.2	-15.3	-1.8	-0.3
CCc1c(C)[nH]c2ccc(C)cc2c1=O	.	-3.1	15.2	-1.7	0.6	-10.4	10.3	-0.1	-1.7
C=CCN1CN(S(=O)(=O)c2cccs2)c2nc3ccccc3nc21	3.4	9.2	15.7	-2.7	1.6	8.0	-1.5	-0.8	2.8
O=C(NCCN1CCOCC1)c1csc2c1CCCC2	-4.8	0.3	-13.4	2.2	-0.3	11.0	0.4	-0.8	-10.2
OC1(c2cccnc2)CCN(Cc2nnnn2C2CCCCC2)CC1	2.8	8.1	17.0	7.8	-1.0	9.5	1.7	-0.2	-8.8
Cc1ccnc(Nc2nc(-c3c(C)nc4sccn34)cs2)c1	48.1	10.9	-8.1	1.9	1.5	25.2	30.6	-1.6	49.1
O=C(CSc1nnc(CNc2ccc(Cl)cc2)o1)Nc1nc2ccccc2s1	-8.0	-6.0	-10.5	15.7	0.9	8.0	13.7	-0.7	-13.1
COc1cccc(-c2noc(C3CCCN(S(=O)(=O)c4cccc(Cl)c4C)C3)n2)c1 (centres undefined)	4.9	2.2	8.1	-0.9	-0.1	10.7	1.5	0.1	29.8
COc1ccc2c(c1)OC(O)(C(F)(F)F)CC2=O (centres undefined)	-25.1	-2.2	16.4	-5.6	-0.3	10.2	7.1	-0.4	15.7
O=C(NCC12CC3CC(C1)CC(CNC(=O)N1CCCC1)(C3)C2)N1CCCC1	.	7.2	-15.2	6.9	-0.5	-2.6	-12.2	-0.5	-5.2
CCN(c1cccc(C)c1)S(=O)(=O)c1ccc2c(c1)CCN2C(C)=O	.	2.9	15.2	10.8	-0.7	5.6	12.3	.	4.8
O=C1C2C3C=CC([C@@H]2C(=O)N1c1nccs1)C31CC1 (some centres undefined)	-14.8	-1.0	-0.9	-6.1	-0.1	5.1	5.0	0.9	-24.6
Cn1c(Cn2c(=O)sc3ccccc32)nnc1SCC(=O)N1CCCCCC1	-14.7	-10.6	9.2	-16.8	0.6	12.8	-3.5	-0.2	-16.5
COC(=O)c1sc(NC(=O)COc2ccccc2OC)nc1C	11.0	-10.8	3.2	-15.2	0.9	7.0	5.9	-1.3	5.5
O=C(COC(=O)c1ccc(Br)c(S(=O)(=O)N2CCOCC2)c1)NCC1CCCO1 (centres undefined)	.	-3.7	7.2	-5.1	0.0	1.9	-0.5	.	8.0
COCC(C)NC(=O)C1CC(c2cccc(Br)c2)=NO1 (centres undefined)	-4.0	1.3	18.9	5.8	0.2	5.6	16.4	-0.4	-1.5
CCCc1nnc2n1N=C(c1ccc(OC)c(OC)c1)CS2	-2.5	63.2*	13.3	21.6	0.3	10.5	1.8	0.6	5.8
c1ccc(Cn2ncc3c2ncn2c(-c4ccncc4)nnc32)cc1	-15.0	-4.0	-8.0	14.9	-0.4	-6.2	-11.7	-1.2	12.2
Cc1nnc(SCCCn2c(N3CCN(c4ccccc4)CC3)nc3c2c(=O)[nH]c(=O)n3C)s1	-9.8	11.2	3.3	-17.2	0.6	5.7	-2.0	-1.2	1.5
CCOc1ccc2nc(NC(=O)COC)sc2c1	.	-9.0	7.1	7.6	-0.6	1.4	14.8	.	5.5
COc1ccc(C(=O)CSc2nnc(-c3ccoc3C)n2CC2CCCO2)cc1 (centres undefined)	3.1	4.2	-16.5	11.4	-0.9	21.6	-5.5	-0.6	-2.6
COc1ccc(-c2csc(=Nc3ccccc3)n2CCO)cc1	.	7.3	-3.2	13.6	-1.1	5.3	10.9	.	29.8
CCSCCOC(=O)C1=C(C)NC2=C(C(=O)CCC2)C1c1coc2ccccc2c1=O (centres undefined)	-23.7	11.2	-16.2	6.3	0.1	9.1	-3.0	-2.0	7.5
CCOC(=O)N1CCN(c2cc(=O)n(-c3cccc(Br)c3)c(=O)[nH]2)CC1	0.2	-6.4	-11.4	-2.5	1.4	-3.1	-21.7	-0.9	-6.1
COc1nc(C)ccc1-c1noc(-c2ccco2)n1	-5.0	-12.7	66.9*	0.4	-0.7	17.2	16.8	0.6	6.6
CCOCC(=O)Nc1cccc(C(=O)OCC)c1	5.3	-0.2	-31.8	-11.1	-0.1	12.5	8.9	-0.3	-3.4
O=C1CCc2cc(S(=O)(=O)N3CCN(c4cccc(Cl)c4)CC3)ccc2N1	-4.1	2.6	-25.2	-10.0	0.5	11.8	-3.5	-0.1	6.3
CCn1c(Cn2nnc(-c3ccccc3)n2)nnc1SCC(=O)Nc1cccc(C)c1C	0.9	3.0	6.6	-13.1	0.3	20.4	6.5	0.4	14.1
Clc1ccc(-n2nnnc2-c2ccccc2)cc1	3.5	5.8	-1.3	-1.8	-0.1	-0.7	-7.1	-0.5	5.1
N#CC1=C(N)SC(N)=C(C#N)C1c1ccoc1	-14.3	0.8	-6.3	-29.2	-0.4	-3.6	-4.7	-0.4	6.4
CCOC(=O)Cc1nnc2c(Nc3ccc(C)cc3)nc3nonc3n12	13.2	1.4	1.0	-8.4	4.4	5.7	4.8	-0.4	56.6
O=C(CCn1cccc1)NCCc1ccc(Cl)cc1	-11.4	0.5	5.5	-13.8	0.0	14.7	17.6	-0.8	1.6
CCC(=O)c1ccc(OCCN2CCOCC2)cc1	5.0	-0.1	-10.0	-1.0	-0.4	17.0	5.8	-0.1	3.3
